Pf gamet viab = late stage P. falciparum gametocyte viability inhibitors, primary screen, ATP luminescence, HTS; P. falciparum stage V gametocytes, 24 h; inhibition, % at 10.9 µM; actives 0.065% (n = 150,000);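 active means inhibition above the mean plus 3 SD of compounds within the control limits, set per campaign, cut at about 38% in these data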;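 further: 0% = DMSO wells and 100% = medium only without gametocytes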
The depositor's hits bear a star.

SMILES	Pf gamet viab
CCC1(CC)C(=O)C2=C3C1[C@H](C(=O)OC)C=C(C(=O)OC)C[C@H]3n1c(=O)n(C)c(=O)n1[C@H]2C (stereo partly drawn)	6.8
CC(=O)Nc1ccc(S(=O)(=O)N(Cc2ccccc2)c2ccccn2)cc1	-8.3
C=CC[C@H](CC(=O)NCCO)C(=O)N[C@H](COC(=O)[C@@H](CC=C)CC(=O)OC(C)(C)C)Cc1ccccc1	-1.0
CC(=O)c1ccc(NC(=O)c2sc3nc(C)c(C)c(C)c3c2N)cc1	-10.8
O=S(=O)(CCN1CCOCC1)c1ccc(Oc2ccc(S(=O)(=O)CCN3CCOCC3)cc2)cc1	8.7
C#CCOCCOCCOCCNc1nc(N2CCOCC2)nc(N2CCN(C(=O)CCCCCCCCCCNC(=O)[C@@H](CCSC)n3cc(CCO)nn3)CC2)n1	-2.0
CCC1Nc2ncnc(N3CCN(c4ccccc4)CC3)c2N(Cc2ccc(Br)cc2)C1=O (stereo not drawn)	9.0
CC(CCc1ccccc1)NC(=O)c1ccccc1F (stereo not drawn)	-1.5
COc1ccc([C@@H]2[C@@H]3C(=O)N(C(C)(C)C)C(=O)[C@@H]3[C@]3(CC(C)C)C(=O)N(c4cccc(Br)c4)C(=O)N23)cc1	13.3
CC(C)C[C@H]1CN=C(N(C)C)N1CC1CCCCCC1	16.2
CCOc1ccc(CN2CCN(C3CCC3)CC2CCO)cc1 (stereo not drawn)	14.1
Cn1c(=O)n(C)c2cc(NC(=O)Cc3ccccc3[N+](=O)[O-])ccc21	16.3
Cc1ccccc1Nc1nc(-c2cccnc2)cs1	20.4
Cn1c(=O)c2c([nH]c(=O)n2C)n(Cc2ccccc2)c1=O	-12.4
O=C(Nc1ccc(F)cc1)c1ccccc1NC(=O)C1CCCCC1C(=O)O (stereo not drawn)	21.2
C[C@H](CO)N1C[C@H](C)[C@@H](CN(C)Cc2ccc(C(=O)O)cc2)Oc2ccc(NS(=O)(=O)c3cn(C)cn3)cc2C1=O	-0.6
CC12CC3(C)CC(C)(C1)CC(C(=O)NCc1cccnc1)(C2)C3	13.3
O=C(Nc1ccc(Nc2ccccc2)cc1)c1ccc(Br)cc1	4.2
Cn1c(-c2ccccc2)cc2onc(-c3ccccc3)c2c1=O	8.4
COc1cc(/C=N/NC(=O)c2cccc(C)c2)ccc1OCC(=O)Nc1ccccc1	-8.4
O=c1cc(-c2ccsc2)oc2ccccc12	-47.8
Cc1ccc(C2Cc3cc(O)c(O)cc3CN2)cc1 (stereo not drawn)	-52.5
COc1cc(/C=C(/C#N)C(=O)Nc2ccc(Cl)cc2)ccc1Oc1nc(Cl)ncc1F	-27.5
COc1cc(C(=O)N2CCN(C)CC2)cc(OC)c1OC	6.0
COc1ccc(C2=NOC(Cn3nc(-c4ccccc4)cc3C(=O)O)C2)cc1 (stereo not drawn)	17.9
COC(=O)Cn1c2ccccc2c2nc3ccccc3nc21	-23.8
O=C(COc1cc(O)c2c(=O)c3ccccc3oc2c1)OCc1ccccc1	-13.9
Cc1nnc(N2C(=O)c3cccc4c([N+](=O)[O-])ccc(c34)C2=O)s1	4.6
OCC1(CCOc2ccccc2)CCN(Cc2ccccc2OC(F)F)CC1	-5.1
CC(=O)CCCC(NS(=O)(=O)CCC(Cl)(Cl)Cl)c1ccccc1 (stereo not drawn)	-15.3
COc1ccc2c(c1)[C@H]1[C@H](CO2)[C@H](c2ccccc2)[C@]2(C)C(=O)Nc3ccc(Br)cc3C(=O)N12	23.7
C=CCOC(=O)C1=C[C@H](c2csc3ccccc23)C[C@H](OCCCCO)O1	-15.3
CC[C@@]12C(=O)N(c3cccc(Br)c3)C(=O)N1[C@H](c1ccc(Cl)cc1)[C@@H]1C(=O)N(C3CCCCC3)C(=O)[C@@H]12	-2.1
COc1ccc(C(=O)N/N=C/c2ccccc2C(=O)O)cc1OC	-7.6
Fc1cccc(CNCc2ccc3c(c2)OCO3)c1	-5.7
CCOC(=O)[C@H]1[C@H]2COc3ccc(Cl)cc3[C@@H]2N2C(=O)CN(Cc3ccccc3)C(=O)[C@@]12C	-11.3
CCC(C)[C@H]1CNCCN1CCc1cc(C(F)(F)F)cc(C(F)(F)F)c1 (stereo partly drawn)	1.4
O=C(Nc1cccc2cccnc12)c1ccccc1Br	0.9
C[C@@H](CN1C(=O)C(=O)NC[C@@H]1C)NC(=O)CC12CC3CC(CC(C3)C1)C2	7.4
O=C1[C@H]2[C@@H](c3ccc(Cl)cc3)N3C(=O)N(c4cccc(F)c4)C(=O)[C@@]3(Cc3ccccc3)[C@H]2C(=O)N1C1CCCCC1	18.8
Fc1ccc(-[n+]2nc(Nc3ccccc3)sc2-c2c(Cl)cccc2Cl)cc1	-7.4
CCOC(=O)N1CCN(CCC(=O)Nc2ccccc2)CC1	20.0
COc1ccc(S(=O)(=O)n2cccc2)c(OC)c1	-18.5
O=C(C[C@H]1C/C=C\C[C@@H](Cc2ccc(F)cc2)C(=O)OC[C@H]2CCCN2C1=O)N[C@@H](CO)Cc1ccccc1	4.0
COC(=O)/C=C1/SC(=NC(=O)c2ccc(Cl)cc2)NC1=O	9.7
COc1ccccc1N1C(=O)CC(N2CCN(c3ccc(F)cc3)CC2)C1=O (stereo not drawn)	1.6
CC(=O)Nc1ccc(CCc2nc3ccccc3[nH]2)cc1	5.5
O=c1oc2ccc(C#CC3(O)CCCCC3)cc2cc1-n1cc(-c2ccccn2)nn1	2.6
COC1=CC(=O)[C@@]2([C@@H]1O)[C@@H](Cl)C[C@]13C(OC)=C(OC)C(=O)C[C@]21CCN3C	24.5
Cn1c(=O)c(=O)n(C)c2cc([N+](=O)[O-])c(N3CCOCC3)cc21	0.3
O=C(C(=O)N1CCCCCC1)c1c[nH]c2ccccc12	3.9
O=C(Nc1ccccc1C(=O)O)c1cccc(NS(=O)(=O)c2ccc(Br)cc2)c1	-34.6
Nc1[nH]c(=O)nc(Nc2ccccc2)c1N=O	10.9
O=C(NCc1cc(C(F)(F)F)ccc1Cl)c1cccc2c1C(=O)c1ccc(Cl)cc1S2(=O)=O	-18.9
CS(=O)(=O)c1ccc(-c2sc3ccccc3c2C(=O)N2CCN(c3ccc(F)cc3)CC2)cc1	-11.7
COc1ccc(C(=O)Nc2cccc(NC(=O)c3ccc(OC)cc3OC)n2)c(OC)c1	-5.8
CCOC(=O)C1(CCOc2ccccc2)CCN(Cc2cccc(F)c2)CC1	-6.4
COc1cccc(NC(=S)NCc2ccccc2)c1	-14.6
Oc1ccc(-c2sc(Nc3ccccc3)n[n+]2-c2ccc(F)cc2)cc1	-4.6
COc1ccc(C(=O)CC(=O)c2ccccc2)cc1	5.4
Next section:
SMILES	Pf gamet viab
Cn1c(N2CCC(C(N)=O)CC2)nc2c1c(=O)n(Cc1ccc(Br)cc1)c(=O)n2C	-5.9
C=CCN(CC=C)C(=O)c1cccc(OC2CCN(CC(C)(C)C)CC2)c1	9.8
Cc1ccc(CNC(=O)c2ccc(C)s2)cc1	-25.0
O=C(Nc1cccc(C(F)(F)F)c1)c1sc(Cl)nc1C(F)(F)F	5.0
O=C(NCc1ccc(F)cc1)c1cccs1	2.5
CCCn1c(C)c(C(=O)OCC)c(O)c(-c2ccccc2)c1=O	-8.2
Cc1nc(Cl)cc(N/N=C/c2ccccc2)n1	-0.3
Cc1ccc(CNc2nc3ccccc3n2C)o1	4.1
C=CCN1C(=O)/C(=C\C(C)=C\c2ccccc2)SC1=S	3.5
CN1C[C@@H]2[C@@H]3C(=O)N(C)C(=O)[C@@H]3[C@](Cc3ccccc3)(C1=O)N2C(=O)c1ccc(F)cc1	11.9
O=C(NCCN1CCCCC1)Nc1cccc(C(F)(F)F)c1	13.2
C[C@H](CO)N1C[C@H](C)[C@@H](CN(C)S(C)(=O)=O)Oc2ccc(NC(=O)C3CC3)cc2C1=O	7.5
CCC(C(=O)NCCc1ccc(S(N)(=O)=O)cc1)c1ccccc1 (stereo not drawn)	10.0
COc1ccc(N2CCN(C(=O)Cc3ccc(OC)c(OC)c3)CC2)cc1	-4.8
COc1cc(NC(=O)c2cc(-c3ccccc3)on2)cc(OC)c1OC	-19.9
CS(=O)(=O)c1cccc(-c2csc(N3CCC(C(N)=O)CC3)n2)c1	-11.2
C[C@@]12C(=O)N(CC3CC3)CC(=O)N1[C@H](/C=C/c1ccccc1)[C@@H]1C(=O)N(c3ccccc3)C(=O)[C@@H]12	-23.6
c1ccc(-c2cncn2-c2ccccc2)cc1	-17.5
COC(=O)C(Cc1ccccc1)NC(=O)CCC(=O)NC(C)CCc1ccccc1 (stereo not drawn)	-15.1
Cc1cc(C)c(CN2CCN(C(=O)Cn3ccc(N)nc3=O)CC2)c(C)c1	-10.5
CC(C)CC(=O)N1CCN(C(=O)c2ccc(-c3ccccc3)cc2)CC1	19.8
O=C(c1cc2nc(-c3ccccc3)cc(C(F)(F)F)n2n1)N1CCCC1	3.9
FC(F)(F)c1ccc(-c2nnc(-c3cccnc3)o2)cc1	7.6
CN1CCN(S(=O)(=O)c2ccc(NC(=O)c3ccc(F)cc3Cl)cc2)CC1	-19.1
Cc1ccc(C23CC4CC(CC(C(=O)NC(C(=O)O)C(C)C)(C4)C2)C3)cc1 (stereo not drawn)	3.0
C[C@@]12C(=O)N(c3cccc(F)c3)C(=O)N1[C@@H]1c3ccccc3OC[C@@H]1[C@H]2c1ccccc1	2.9
Cc1nc(NC2CCCCC2)c2nnn(Cc3ccccc3Cl)c2n1	-1.4
COc1cc(C)c(Cl)cc1S(=O)(=O)N1CCSC1	-41.8
Cc1ccc(C(=O)NC2CCN(CC(=O)Nc3ccccc3Cl)CC2)cc1	-3.3
O=C(O)c1ccc(NC(=O)c2cn(-c3ccccc3)nc2-c2cccc(Cl)c2)cc1	5.2

Five compounds from above, arranged by formula weight, largest number first.
SMILES	Pf gamet viab
COC(=O)C(Cc1ccccc1)NC(=O)CCC(=O)NC(C)CCc1ccccc1 (stereo not drawn)	-15.1
CS(=O)(=O)c1cccc(-c2csc(N3CCC(C(N)=O)CC3)n2)c1	-11.2
Cc1nc(NC2CCCCC2)c2nnn(Cc3ccccc3Cl)c2n1	-1.4
FC(F)(F)c1ccc(-c2nnc(-c3cccnc3)o2)cc1	7.6
c1ccc(-c2cncn2-c2ccccc2)cc1	-17.5

(list continues)
SMILES	Pf gamet viab
COc1ccc(CCCC(=O)NCCc2ccccc2)c(C)c1	-29.1
O=C1CSC(c2ccccc2)N1CCc1ccccc1 (stereo not drawn)	9.3
OC(CN1CC=C(/C=C/c2ccc(Br)cc2)CC1)c1ccccc1 (stereo not drawn)	8.5
O=S(=O)(c1ccccc1)N1CCc2ccccc2C1	4.5
CCCNC(=S)N1CCC(NC(=O)c2ccc(OC)cc2)CC1	-3.3
COc1cccc(-n2nnnc2SCC(=O)Nc2ccc(OC)cc2OC)c1	0.5
O=C(CN(C(=O)c1ccc(Cl)cc1Cl)N1C(=O)C2C3C=CC(C3)C2C1=O)c1ccc(F)cc1 (stereo not drawn)	11.5
COc1ccc(S(=O)(=O)N2CCCC2)c2ccccc12	-15.8
CCCCCCCCCCCCN1C/C(=C\C(=O)OCC)c2cc(C(F)(F)F)ccc2S1(=O)=O	4.9
CCOc1cc(CN2CCCC(N3CCc4ccccc4C3)C2)ccc1O (stereo not drawn)	-5.6
CCOc1cc(C#N)ccc1OCC(=O)N1CCc2ccccc2C1	14.9
COc1ccc2c(c1)C=C(CN1CCN(Cc3ccccc3C)C(CCO)C1)CO2 (stereo not drawn)	10.2
COCCCNC(=O)C1c2ccccc2Oc2ccccc21	3.3
Cc1ccc(-n2c(SCC(=O)O)nc3sc4c(c3c2=O)CC(C)(C)SC4)cc1	-6.6
Cn1cnnc1SCC(=O)Nc1ccc(S(N)(=O)=O)cc1	-1.4
N=c1c(C(=O)NCc2ccccc2)cc2c(=O)n3ccccc3nc2n1CCCN1CCOCC1	-12.1
O=C(NN1CCOCC1)c1ccc(Cl)cc1Cl	-13.3
Cc1nn(-c2ccccc2)c(C)c1/C=N/NC(=O)c1ccc(F)cc1	8.2
CSc1nc2c(c(=O)[nH]c(=O)n2C)n1Cc1ccccc1	-6.3
C=CCc1ccc(OCCOc2cccc(/C=N/n3cnnc3)c2)c(OC)c1	-24.1
NC(=O)CC(NC(=O)c1cccc(Br)c1)c1ccc(NC2CCC2)c([N+](=O)[O-])c1 (stereo not drawn)	5.1
COc1ccc(CCc2nc(-c3cccs3)no2)cc1	15.8
COC(=O)CN1C(=O)[C@@H]2[C@H](C1=O)[C@@H]1CC(C(=O)OC)=C[C@@H](C(=O)OC)[C@@H]3C1=C(C(=O)[C@]3(C)NC(=O)c1ccccc1)[C@@H]2C	-6.3
COc1cccc(CC(=O)NC2CCCN(Cc3ccccc3F)C2)c1 (stereo not drawn)	7.8
Oc1cc(NCc2ccc(Cl)cc2)cc2cccnc12	-2.6
COc1cc(/C=N/n2nnnc2N)cc(Cl)c1OC	6.2
CC(=O)N1c2ccccc2[C@H](C)[C@H]1C	-6.2
Cc1cccc(C(C#N)c2nc3ccccc3nc2C(F)(F)F)c1 (stereo not drawn)	-3.9
N#CC[C@H](Cc1ccccc1)N1CCN(CCc2ccccc2)CCC1=O	-19.8
CCC(=O)Nc1ccc(OCC2CCCO2)cc1 (stereo not drawn)	-6.5
CCCCCc1ccc(-c2cn(CC3CCCCC3)nn2)cc1	1.9
CCN(CC)S(=O)(=O)c1ccc2[nH]c(=O)c3ccccc3c2c1	8.6
Cc1cc(C)cc(C(=O)NC(CC(N)=O)c2ccc(N3CCN(c4ccccc4)CC3)c([N+](=O)[O-])c2)c1 (stereo not drawn)	-31.6
Cc1ccc(S(=O)(=O)n2cc(CO)c3ccccc32)cc1	-8.1
O=c1[nH]cnc2ncc(-c3ccc(O)cc3)nc12	-3.2

Gathered by group: those above containing a nitro group on carbon.
SMILES	Pf gamet viab
Cn1c(=O)n(C)c2cc(NC(=O)Cc3ccccc3[N+](=O)[O-])ccc21	16.3
Cc1nnc(N2C(=O)c3cccc4c([N+](=O)[O-])ccc(c34)C2=O)s1	4.6
Cn1c(=O)c(=O)n(C)c2cc([N+](=O)[O-])c(N3CCOCC3)cc21	0.3
NC(=O)CC(NC(=O)c1cccc(Br)c1)c1ccc(NC2CCC2)c([N+](=O)[O-])c1 (stereo not drawn)	5.1
Cc1cc(C)cc(C(=O)NC(CC(N)=O)c2ccc(N3CCN(c4ccccc4)CC3)c([N+](=O)[O-])c2)c1 (stereo not drawn)	-31.6

Screening results (PubChem BioAssay)

An excerpt; count on the stated rates, not on these rows.
